KB-V1 MDR tox: KB-V1 MDR subline cytotoxicity | Potency, µM (top dose mostly 46.1 µM), for inactives: at the top dose activity change, negative = cytotoxicity, actives largely listed as cytotoxic | AID 1347076 | KB-V1 MDR cells viability, CellTiter-Glo, 72 h | actives 3.4% (n = 400,000); note: potency is the fitted concentration of half-maximal effect; % is set by controls: 0 for no effect and ±100 for the full control effect; nearly all actives have a fitted effect of over 60% in size
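Following 72 h at 37 degrees C with compound, KB-V1 cell viability was read by CellTiter-Glo luminescence, medium being phenol-red-free DMEM plus 10% FBS; concentration-response parameters came from normalized, curve-fitted qHTS data.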
D3 ag: D3 dopamine receptor (human) agonism; max activation, %; D3R DiscoveRx beta-arrestin cells, luminescence, 90 min; actives 0.58% (n = 410,000); AID 652048; in the data active = max activation above about 30%; note: 0% is about no effect; mostly tested at two doses, the higher about 12 µM
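Cells at 1500/well, incubated overnight, then treated with pinned compounds (dopamine as control) for 90 min at 37 degrees C. DiscoveRx reagent added for 30 - 60 minutes at room temperature; luminescence read.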
HT1080 IDH1KD tx: HT-1080 IDH1 knockdown cell toxicity (counter line); HT-1080 IDH1 knockdown viability, ATP luminescence, 48 h; Potency, µM (series often up to 46.1 µM), inactives show top-dose activity, negative = toxicity, actives largely listed as cytotoxic; actives 2% (n = 360,000);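 note: potency is the fitted concentration of half-maximal effect; 0% = DMSO wells and -100% = cell-free medium wells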
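Using the IDH1-knockdown HT-1080 line run in the same batch and compound series as the NT line, viability after 48 h at 37 °C was determined by CellTiter-Glo luminescence and expressed as % activity.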
KB-3-1 tox: KB-3-1 parental cell cytotoxicity; KB-3-1 viability, CellTiter-Glo ATP luminescence, 72 h; Potency, µM (highest dose often 46.1 µM), for the others: at the top dose activity change, negative = cytotoxic, hits mostly cytotoxic; actives 1.4% (n = 400,000); AID 1347075; note: potency is the fitted concentration of half-maximal effect; % is set by controls: 0 for no effect and ±100 for the full control effect; nearly all actives have a fitted effect of over 60% in size
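KB-3-1 cells, DMEM (no phenol red) + 10% FBS; compound by pin transfer, 72 h, 37 °C. Readout: CellTiter-Glo luminescence after 10 min. Data normalized, curve-fitted.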
GLP1R cytotox: cytotoxicity counter-screen for GLP-1 receptor inverse agonists; HEK293 cAMP-luciferase reporter cells, luminescence, 24 h; Potency, µM (series often up to 38.3 µM), without a hit: top-dose activity change, negative = inhibition, hits mostly inhibitors; actives 0.13% (n = 410,000); AID 624418;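 note: loss of luciferase light is scored as toxicity; potency is the fitted concentration of half-maximal effect; % is set by controls: 0 for no effect and ±100 for the full control effect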
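Luminescence readout: signal drop marks cytotoxicity. Plated cells grew 12 h at 37 °C, 5% CO2, received 23 nL compound for 24 h, then got luciferase reagent, read after 12 min at RT.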
SW480 rerep: inducers of DNA re-replication in SW480 colon cancer cells. SW480 DNA re-replication, Hoechst DNA content imaging, 48 h. Potency, µM (top dose mostly 46.1 µM), for inactives: at the top dose re-replication activation, actives largely listed as activators. actives 1.8% (n = 340,000). AID 624297; note: potency is the fitted concentration of half-maximal effect; % of control where 0% means no effect; nearly all actives have a fitted effect of over 55% in size
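Cells (250 per well) received 23 nL compound or DMSO by pin tool and were kept 48 hr at 37 C, 5% CO2. Nuclei were then stained with Hoechst for 40 min and scanned for DNA content.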
IL1B secr inh: inflammasome signaling inhibition, IL-1 beta readout; activity change, % at 57.5 µM; THP-1 LPS/ATP IL-1B secretion, AlphaLISA, 16 h; active compounds read low; AID 743279; actives 4.7% (n = 360,000); in the data active = activity change below about -50%; inconclusive = mostly about -30% to -49%; note: % is set by controls: 0 for no effect and ±100 for the full control effect
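Secreted IL-1B measured by AlphaLISA bead assay after 16 h compound exposure of THP-1 cells; compounds (final up to 57.5 uM) added 1 h before LPS (250 ng/mL) and ATP (1.25 mM) stimulation; lower signal means less secretion.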
MCF10A rereplic: inducers of DNA re-replication in MCF 10A breast cells; Potency, µM (titrated, usually from 46.1 µM), for inactives: at the highest dose activity, positive = re-replication, most hits filed as activators; MCF 10A DNA re-replication, Hoechst nuclear intensity, 48 h; actives 2.9% (n = 350,000); note: potency is the fitted concentration of half-maximal effect; % of control where 0% means no effect; nearly all actives have a fitted effect of over 50% in size
HT1080-NT tox: kills 2HG-producing HT-1080-NT fibrosarcoma cells; HT-1080-NT fibrosarcoma viability, CellTiter-Glo ATP luminescence, 48 h; Potency, µM (top dose mostly 46.1 µM), without a hit: at the highest dose activity, negative = less viability, hits mostly cytotoxic; actives 1.6% (n = 360,000);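 note: NT is the 2HG producing partner of a matched IDH1 knockdown line; potency is the fitted concentration of half-maximal effect; 0% = DMSO-treated cells and -100% = media-only wells without cells; nearly all actives have a fitted effect of over 55% in size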
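Luminescent CellTiter-Glo readout after 48 hours of compound exposure at 37 degrees C defined viability of HT-1080-NT cells. Activity was normalized to DMSO wells and cell-free media wells; concentration-response curves were fitted and assigned curve classes.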
* = called active by the depositor; ? = inconclusive; nt = no result given; & = joins results of further samples; [ ] = dose if it differs, or a comment. Unless noted, calls come from the whole dose curve; as a rule, active = well fitted curve in the direction sought with a large enough effect; inconclusive = small, poorly fitted or top-dose-only effect, or another doubt; inactive = no such curve, though single readings can be large; an effect the other way counts as inactive or inconclusive.

SMILES	KB-V1 MDR tox	D3 ag	HT1080 IDH1KD tx	KB-3-1 tox	GLP1R cytotox	SW480 rerep	IL1B secr inh	MCF10A rereplic	HT1080-NT tox
CCN1CCCC1CNS(=O)(=O)c1cc(Br)cc2c1N(C(=O)C1CC1)CC2 (configuration not stated)	-4%	-13	5%	-12%	4%	-7%	13	3%	7%
Cc1cc2cc(CNC(=O)c3ccc(Br)o3)ccc2n1C	0%	-5	-4%	-9%	-22%	-8%	22	-1%	12%
CCN1CCN(C2CCCCC2NS(=O)(=O)c2ccccc2)CC1 (configuration not stated)	-4%	-13	-3%	-8%	3%	-7%	26	0%	-2%
Fc1ccc(C2CC(c3ccccc3)n3ncnc3N2)cc1 (configuration not stated)	-24%	-5	0%[9.24 µM]	3%	-14%	-12%	9	4%	-1%
CCn1c(CSc2nnc(-c3ccncc3)n2C)nc2cc(C(=O)O)ccc21	-6%	7	0%	-2%	-6%	0%	17	-1%	-2%
COc1ccccc1CN(Cc1nc2ccccc2c(=O)[nH]1)C(=O)Nc1ccccc1C	-18%	-2	11µM*	-7%	?	10%	-13	?	?
Cc1ccc(/C=N/NC(=O)CSc2nc3ccccc3o2)cc1	5%	-4	-8%	-2%	-24%	-1%	22	?	-1%
NC(=O)c1nn(-c2ccccc2)nc1N	15%	-1	6%	-4%	3%	-4%[9.22 µM]	-15	-11%	10%
CCOCCCNC(=O)N1CCN(S(=O)(=O)c2ccc3c(ccn3C)c2)CC1	-19%	-17	nt	7%	-4%	nt	nt	nt	nt
CCOC(=O)c1c(NC(=O)CN2CCC(C)CC2)sc(C)c1C	?	4	22%	-29%	-5%	0%	?	?	8%
COc1ccc(N(C)S(=O)(=O)c2cccc(C(=O)N3CCN(S(=O)(=O)c4ccc(C)cc4)CC3)c2)cc1	?	-2	-24%	-5%	9%	1%	-15	10%	-1%
CCC1CCCCN1CCCNC(=O)c1ccc(N2CCCC2=O)cc1 (configuration not stated)	?	4	0%	7%	-1%	-4%	31	13%	6%
CCN(CCCNC(=O)c1nn(-c2ccc(C)cc2)c(=O)c2c1c1ccccc1n2C)c1ccccc1	-6%	-15	nt	16%	-1%	nt	nt	nt	nt
CC(C)CCNC(=O)C(c1cccs1)N(CC1CCCO1)C(=O)Cn1nnc2ccccc21 (configuration not stated)	-11%	4	10%	0%	-12%	-3%[9.22 µM]	12	-4%	14%
N#Cc1ccc(CN2CCN(C(=O)c3cc(Cl)c4c(c3)OCCO4)CC2)cc1	-7%	2	0%	-21%	-29%	2%	-11	0%	3%
CCOC(=O)c1cnc(SC)nc1Sc1cc(Cl)ccc1Cl	?	-5	15%	0%	21%	10%	0	28%	17%
Cc1nc2ccc(S(=O)(=O)NCC(=O)NCCN3CCCCCC3)cc2s1	0%	-13	-2%	-4%	-1%	20%	-13	26%	-14%
CCOc1ccc(C(=O)NC2CCCCCCC2)cc1	-25%	2	-3%	-3%	3%	-17%	-4	1%	-4%
COC(=O)c1sccc1S(=O)(=O)N(CC(=O)Nc1ccccc1)c1ccccc1	-10%	3	nt	6%	1%	nt	nt	nt	nt
Cc1ccccc1-c1noc(N)c1C#N	?	-13	10µM*	-2%	-2%	5.2µM*	-28	16µM*	?
Cc1cc(C)n(CCc2nc(-c3ccc(C)o3)cs2)n1	5%	3	21%	13%	-1%	3%	17	26%	17%
N#C/C(=C\c1cccc([N+](=O)[O-])c1)C(=O)NCc1cccnc1	-6%	4	7%	1%	-1%[1.53 µM]	-2%	13	8%	6%
CN(C)c1ccc(N=Nc2ccccc2C(=O)OCC(=O)Nc2ccccc2C(F)(F)F)cc1	-9%	-7	-5%	-12%	?	?	-25	?	0%
CCOc1ccc(N(CC(=O)Nc2cccc(C)c2C)S(=O)(=O)c2c(C)[nH]c(=O)[nH]c2=O)cc1	-9%	2	1%	11%	10%	1%	1	-1%	-14%
CSCCC(NS(=O)(=O)c1ccc2c(c1)OCCO2)C(=O)N(C)Cc1ccc(F)cc1 (configuration not stated)	?	4	-6%	19%	?	6%	-1	?	-1%
CCOC(=O)CSc1nc2c(c(-c3ccc(C)o3)c1C#N)CCCC2	-19%	0	7%	2%	-1%	-2%	16	16%	5%
COc1ccc(-n2c(-c3ccc(Br)cc3)c[n+]3c2SC(C)C3)cc1 (configuration not stated)	1%	-10	?	5.8µM*	-30%	4%	-97*	-1%	?
CC[C@H](C)[C@H](NC(N)=O)C(=O)Nc1ccc(C)cc1	16%	3	19%	0%	-10%	-3%	31	-4%	14%
COC(=O)/C=C1\S/C(=N\N=C\CC(=O)OC)NC1=O	22%	-11	-2%	-4%	?	?	4	-3%	-1%
O=C(Nc1ccc2c(c1)OCO2)N1CCN(c2ccccc2)CC1	4%	6	1%	30%	0%	6%	-15	-6%	0%
CCCCc1ccc(-n2nc3cc(Cl)c(NC(=O)c4ccc(OC)cc4)cc3n2)cc1	34%	1	nt	24%	-3%	nt	nt	nt	nt
COc1ccc(S(=O)(=O)N(CCc2ccccc2)CC(=O)O)cc1Cl	0%	6	9%	-3%	3%	-1%	6	-8%	3%[9.24 µM]
CC(C)(C)c1ccc(S(=O)(=O)C(C)(C)C)cc1	-7%	6	27%	-9%	5%	1%	31	1%	5%
COc1ccc(CCN2CN(S(=O)(=O)c3ccccc3)c3nc4ccccc4nc32)cc1OC	6%	-4	-10%	-9%	-15%	-25%	-14	9%	-3%
O=C(c1ccc(Br)o1)N1CCC(c2nc3ccccc3[nH]2)CC1	2%	-24	-12%	-1%	1%	-4%	-9	2%	-1%
CCc1nc2ccc(C(=O)NCc3ccc4c(c3)OCO4)cn2c1N(CC)Cc1cccc(Br)c1	?	-1	-2%	?	-16%	nt	?	nt	?
CC(C)C[C@H](NC(=O)NC1CCCc2ccccc21)C(=O)O (some centres not stated)	-6%	-5	-4%	-3%	11%	?	25	-4%	-3%
COc1ccc(NC(=O)c2cc(-c3ccc(F)cc3OC)n[nH]2)c(C)c1	0%	8	-2%	0%	1%	nt	?	nt	4%
CCOc1cccc(NC(=O)C(Cc2cccs2)c2nn[nH]n2)c1 (configuration not stated)	16%	0	?	10%	4%	-13%	1	0%	1%
O=C(NNc1cc(N2CCOCC2)nc(N2CCOCC2)n1)c1ccc(Cl)c(Cl)c1	12µM*	1	2%	6%	-13%	107%	-11	-44%[inhibitor]	4%
Cc1ccc(C)c(N2C(=O)c3ccc(C(=O)OCC(=O)c4c(N)n(C)c(=O)n(C)c4=O)cc3C2=O)c1	3%	-2	-3%	0%	0%	nt	0	1%	-6%
CCOCCCN1C(=O)C2C(C(=O)Nc3ccc(OCC)cc3)C3C=CC2(O3)C1C(=O)NC1CCCCC1 (configuration not stated)	9%	-26	13%	18%	10%	-5%	-6	-5%	7%
CCc1ccccc1NC(=O)CCc1c(C)nn(-c2ccc(N3CCOCC3)nn2)c1C	?	-7&-13	-4%	-10%&10%	1%&4%	-1%	-7	-1%	7%
CON(C)S(=O)(=O)c1cccc(C(=O)Nc2cccc(S(=O)(=O)NC3=NCCCCC3)c2)c1	-11%	5	-2%	?	-1%	-25%	-7	5%	-2%
Cc1c(C(=O)C(C)C)n(C)c2ccccc12	0%	2	-1%	17%	126%[activator]	-3%	-7	23%	-1%

Just HT1080-NT tox and SW480 rerep, for two of the compounds above:
SMILES,HT1080-NT tox,SW480 rerep
Cc1c(C(=O)C(C)C)n(C)c2ccccc12,-1%,-3%
COc1ccc(S(=O)(=O)N(CCc2ccccc2)CC(=O)O)cc1Cl,3%[9.24 µM],-1%

Structures above that have an aryl methoxy group:
SMILES	KB-V1 MDR tox	D3 ag	HT1080 IDH1KD tx	KB-3-1 tox	GLP1R cytotox	SW480 rerep	IL1B secr inh	MCF10A rereplic	HT1080-NT tox
COc1ccccc1CN(Cc1nc2ccccc2c(=O)[nH]1)C(=O)Nc1ccccc1C	-18%	-2	11µM*	-7%	?	10%	-13	?	?
COc1ccc(N(C)S(=O)(=O)c2cccc(C(=O)N3CCN(S(=O)(=O)c4ccc(C)cc4)CC3)c2)cc1	?	-2	-24%	-5%	9%	1%	-15	10%	-1%
COc1ccc(-n2c(-c3ccc(Br)cc3)c[n+]3c2SC(C)C3)cc1 (configuration not stated)	1%	-10	?	5.8µM*	-30%	4%	-97*	-1%	?
CCCCc1ccc(-n2nc3cc(Cl)c(NC(=O)c4ccc(OC)cc4)cc3n2)cc1	34%	1	nt	24%	-3%	nt	nt	nt	nt
COc1ccc(S(=O)(=O)N(CCc2ccccc2)CC(=O)O)cc1Cl	0%	6	9%	-3%	3%	-1%	6	-8%	3%[9.24 µM]
COc1ccc(CCN2CN(S(=O)(=O)c3ccccc3)c3nc4ccccc4nc32)cc1OC	6%	-4	-10%	-9%	-15%	-25%	-14	9%	-3%
COc1ccc(NC(=O)c2cc(-c3ccc(F)cc3OC)n[nH]2)c(C)c1	0%	8	-2%	0%	1%	nt	?	nt	4%
